Screening results: PubChem, National Center for Advancing Translational Sciences (NCATS)
pAkt inh: Akt phosphorylation inhibition; activity change, % for hits at 50 µM; Neuro2A IGF-stimulated pAkt S473 HTRF, 20 min; stronger effect = lower value; 360,000 compounds, 0.32% hits; in the data active means activity change below about -80%; inconclusive means mostly about -51% to -80%; further: on the % scale 0 is the no-effect control and ±100 the full control effect
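Neuro2A cells in DMEM with 0.5% FBS, overnight at 37 deg C, given compound at single 50 µM final, then IGF (6 nM final) for 20 min at 37 deg C. Lysed; phospho-Akt Ser473 by HTRF after 24 h, 665/615 ratio.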
Nrf2 activator: activates Nrf2 signaling; AID 624171; Potency, µM (doses to about 46.1 µM), for the others: top-dose activation, most hits filed as activators; AREc32 ARE-luciferase reporter (MCF7-derived line), luminescence, 24 h; 410,000 compounds, 0.31% hits; further: potency means the concentration at half of the fitted maximal effect; % of control where 0% means no effect; nearly all actives have a fitted effect of over 65% in size
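For detection, Steady-Glo was added and plates sat 30 min at RT; before that, AREc32_Fluc cells grown overnight in OPTI-MEM/5% FBS had been treated with 23 nL compound for 24 hr at 37 deg C.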
Mm-Cpn inhibitor: blocks the Methanococcus maripaludis chaperonin Mm-Cpn; purified Mm-Cpn ATPase, ADP Transcreener TR-FRET; 330,000 compounds, 0.031% hits; AID 504842; Potency, µM (doses to about 76.9 µM), for the others: top-dose activity, negative = inhibition, actives largely listed as inhibitors; further: potency means the concentration at half of the fitted maximal effect; on the % scale 0 is the no-effect control and ±100 the full control effect; nearly all actives have a fitted effect of over 80% in size
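ATPase turnover read by TR-FRET ADP competition (Eu cryptate antibody/ADP-d2, 665/590 nm): 10uM ATP final, 25nM Mm-CPN final, 30 min 37degC after 10-min compound preincubation, pH 7.4 Tris/KCl/MgCl2/DTT buffer.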
TGFb inhibitor: TGF-b pathway inhibition; HepG2 CAGA-GFP TGF-b/SMAD3 reporter, GFP fluorescence, 18 h; TGF-beta stimulated, 500 pg/mL final; Potency, µM (highest dose often 46.1 µM), inactives show at the top dose activity, negative = inhibition, hits mostly inhibitors; 410,000 compounds, 1.2% hits; AID 588855; further: potency means the concentration at half of the fitted maximal effect; on the % scale 0 is the no-effect control and ±100 the full control effect; nearly all actives have a fitted effect of over 65% in size
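Inhibition of TGF-beta-driven CAGA-GFP reporter expression in HEPG2 cells is measured by cellular GFP fluorescence after 18 h stimulation with 500 pg/mL recombinant TGF-beta in 1% FBS medium at 37 degrees C.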
HepG2 tox: kills HepG2 cells in TGF-b inhibitor counter-screen; HepG2 CAGA-GFP viability, ATP luminescence, 18 h; Potency, µM (top dose mostly 46.1 µM), without a hit: at the top dose activity change, negative = cytotoxicity, actives largely listed as cytotoxic; 410,000 compounds, 0.76% hits; AID 588856; further: potency means the concentration at half of the fitted maximal effect; some results filed as inactive show a strong effect at the top dose
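CellTiter-Glo luminescence gave cytotoxicity after 18 hours at 37 degrees C. The cells were HepG2 CAGA-GFP in 1% FBS DMEM, stimulated with 500 pg/mL TGF-beta after compound addition. %Activity was normalised to no-cell wells (complete cell-killing) and DMSO (no toxicity), and curves were fitted and classified.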
Nrf2 inh: inhibitors of Nrf2 signaling; A549 ARE-Fluc reporter, luciferase luminescence, 18-24 h; Potency, µM (series often up to 46 µM), inactives show at the top dose activity change, negative = inhibition, most hits filed as inhibitors; 360,000 compounds, 2.1% hits; further: potency means the concentration at half of the fitted maximal effect; on the % scale 0 is the no-effect control and ±100 the full control effect; nearly all actives have a fitted effect of over 60% in size
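Reporter: ARE-Fluc in A549. Exposure: 18-24 h, 37 °C, 5% CO2, 5% FBS OPTI-MEM. Readouts: fluorescent cytotoxicity (CellTiter-Fluor), then luminescent Nrf2 signal after BugLite.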
Abeta yeast res: A-beta toxicity reversal in yeast | AID 1347071 | 410,000 compounds, 0.063% hits | Potency, µM (titrated, usually from 46.1 µM), for inactives: at the highest dose growth rescue, hits mostly activators | yeast expressing A-beta42, growth rescue, OD600, 48 h; response scale: 0% DMSO, 100% iron-clioquinol control; further: potency means the concentration at half of the fitted maximal effect; nearly all actives have a fitted effect of over 55% in size
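Growth rescue measured by 600 nm absorbance after 48 h yeast culture at 30 C with compound. Values normalized between DMSO and an equimolar ferric chloride plus clioquinol control.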
A549 viability: counter-screen for Nrf2 inhibitors: cytotoxicity in A549 cells; A549 ARE-Fluc cells, CellTiter-Fluor viability, 18-24 h; Potency, µM (top dose mostly 46 µM), for inactives: top-dose activity change, negative = cytotoxicity, hits mostly inhibitors; 390,000 compounds, 0.16% hits; AID 504648; further: potency means the concentration at half of the fitted maximal effect; on the % scale 0 is the no-effect control and ±100 the full control effect
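Cytotoxicity counterscreen: CellTiter-Fluor fluorescence was measured in A549 ARE_Fluc cells after 18-24 h of compound exposure in a concentration series. The subsequent BugLite luminescent read reports ARE-luciferase activity.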
CCT chaperon mod: cytosolic chaperonin activity modulation; AID 651819; activity change, % (concentration not given with the values), hits read low; purified chaperonin ATPase assay, HTRF ADP detection, 30 min; 360,000 compounds, 0.3% hits; in the data active means activity change below about -30%; further: on the % scale 0 is the no-effect control and ±100 the full control effect
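First, chaperonin was dispensed at 40 nM or 20 nM final depending on batch activity. Next, compounds were pinned at 76 uM and ATP added at 10 uM. After 30 min at 37 °C, ADP detection reagents ran 30 min at ambient temperature.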
Numbers without * were called inactive; i = inactive; ? = inconclusive; nt = not tested or not shown; & = joins results of further samples; [ ] = remark or other dose. Unless noted, the call rests on the fitted dose curve; in most records, active means well fitted curve in the direction sought with a large enough effect; inconclusive means small, poorly fitted or top-dose-only effect, or another doubt; inactive means no such curve, though single readings can be large; an effect the other way counts as inactive or inconclusive.

SMILES | pAkt inh | Nrf2 activator | Mm-Cpn inhibitor | TGFb inhibitor | HepG2 tox | Nrf2 inh | Abeta yeast res | A549 viability | CCT chaperon mod
CCn1c(SCC(=O)NCc2cccs2)nc2c1c(=O)n(C)c(=O)n2C | nt | 0.8% | -1% | -1% | 1% | 8% | -13% | 2% | 0.4
COc1cc(NC(=O)c2sc3nc(C)nc(N4CCOCC4)c3c2C)cc(OC)c1OC | i | 2.0% | -9% | -5% | -12% | ? | 9% | 0% | -1.9
N=C1C(c2ccccc2)=C(O)CN1CCCO | i | -0.4% | 0% | -8% | 1% | 3% | -14% | -1% | 0.5
CCOc1ccc(C2=Nn3c(nnc3-c3ccccn3)SC2)cc1 | i | -0.6% | -1% | 0% | -7% | -9% | 9% | -13% | -2.8
CNc1nc(-c2ccccc2)cc(C)c1S(C)(=O)=O | i | -0.9% | -3% | 11% | 7% | 23% | 16% | 7% | 1.5
CC(C)(C)c1ccc(C(=O)NCc2nnc(SCC(=O)N3CCCC3)o2)cc1 | i | 0.1% | nt | 5% | -9% | nt | -5% | nt | 2.4
COc1ccc(C(=O)Nc2ccc(NC(C)=O)cc2)cc1S(=O)(=O)N(C)Cc1ccccc1 | i | 0.0% | 0% | -1% | -9% | ? | 4% | -4% | 1.0
O=C(Nc1nnc(SCc2ccccn2)s1)C1CC(=O)N(c2ccccc2)C1 (centres undefined) | i | 0.3% | 0% | 26% | -1% | -2% | 11% | -2% | -0.6
CCCN(C(=O)c1ccc(OCC(C)C)cc1)c1c(N)n(Cc2ccccc2)c(=O)[nH]c1=O | i | -0.6% | 1% | 93%[activator] | -22% | 15% | 11% | -1% | -1.3
COC(=O)CCCC1=CC2=CC(=O)C(C)(OC(=O)c3cccs3)C(=O)C2=CN1c1ccc(OC)cc1 (centres undefined) | i | 0.3% | -2% | ? | 9% | 6% | 6% | -9% | -0.8
COc1cc(OC)cc(C(=O)N[C@H](C(=O)OCC(N)=O)C(C)C)c1 | i | -0.4% | -3% | 1% | 9% | 7% | 3% | -3% | -1.0
COc1ccc(C(=O)Nc2cccc3c2C(=O)NC3=O)cc1S(=O)(=O)N1CCOCC1 | ? | -0.5% | -1% | 19% | -4% | 22% | -18% | 6% | 2.4
CCN(CC)CCOC(=O)c1ccc(NC(=O)C2(c3ccccc3)CCCC2)cc1 | i | 2.1% | 3% | -1% | -51% | 10% | -2% | 0% | -2.1
O=C(Nc1cccc2c1CCCC2)N1CCOc2ccc(Cl)cc21 | nt | 0.9% | nt | ? | 2% | 22% | -11% | 9% | nt
CC(=O)N1c2ccccc2C(=O)C1N1CCN(c2ccccc2F)CC1 (centres undefined) | nt | 3.8% | nt | -18% | -1% | ? | ? | ? | nt
CCn1cc(C(=O)OCc2ccc(F)cc2)c(=O)c2ccc(C)nc21 | i | 0.3% | 1% | -13% | -31% | 6% | -20% | 1% | 1.4
CC(=O)c1ccc(NC(=O)c2ccc3nc(-c4ccco4)c(-c4ccco4)nc3c2)cc1 | i | 5.1% | -4% | -24% | -51% | ? | -19% | -17% | -3.9
c1ccc(-c2noc(-c3cccnc3NCc3ccco3)n2)cc1 | nt | 24% | nt | 5% | -9% | ? | -6% | -5% | nt
CCc1sc(-c2cc3ccccc3oc2=O)nc1-c1ccc(C)cc1 | nt | nt | nt | -4% | -12% | 4% | nt | 28% | nt
COCCNC(=O)Cn1nc(-c2ccccc2OC)ccc1=O | i | -1.2% | 1% | 16% | -14% | nt | 16% | 0% | 0.1
O=C(C1COc2ccccc2O1)N1CCOCC1 (centres undefined) | nt | 0.9% | -5% | 0% | -14% | -6% | 7% | -1% | -1.4
OC(c1cc(C(F)(F)F)nc2c(C(F)(F)F)cccc12)C1CCCCN1 (centres undefined) | i | -4.7% | 0% | ? | -97% | 24% | -2% | -11% | -0.1
COc1ccc(N2CCN(C3CCCN(C(=O)C4=C(C)OCCO4)C3)CC2)cc1 (centres undefined) | i | 0.3% | 3% | 20% | 0% | -1% | -1% | 0% | 0.7
CC(C)CNC(=S)NNC(=O)c1nn(C)cc1Cl | i | -0.3% | -1% | -7% | -3% | -28% | 22% | -4% | 0.2
O=C(NCc1ccccc1)C(c1c(F)cccc1Cl)N(C(=O)c1csnn1)C1CC1 (centres undefined) | i | -0.1% | 0% | -1% | -9% | -6% | -18% | -5% | -0.3
Cn1ncc2c(N3CCN(c4ccccc4Cl)CC3)ncnc21 | nt | 2.4% | nt | -1% | -16% | nt | -4% | 16% | nt
O=S(=O)(c1ccccc1)C1CC1(c1ccccc1)c1ccccc1 (centres undefined) | i | -0.9% | nt | -21% | -3% | -12% | -34%[inhibitor] | -2% | -1.5
Cc1sc2ncn(CC(=O)Nc3cccc(S(N)(=O)=O)c3)c(=O)c2c1-c1ccccc1 | i | -0.4% | 1% | -13% | -3% | 0% | 5% | -2% | 4.3
CC(=O)c1nn(-c2ccc(OC(F)(F)F)cc2)nc1Nc1ccc(C)cc1 | nt | 0.3% | nt | -9% | -21% | 5% | -8% | 1% | nt
Cc1ccc(S(=O)(=O)CCC(=O)Nc2nccs2)cc1 | i | 16% | 2% | -19% | -4% | -4% | -7% | 0% | 0.9

One compound at a time (already shown). Values in the order: pAkt inh | Nrf2 activator | Mm-Cpn inhibitor | TGFb inhibitor | HepG2 tox | Nrf2 inh | Abeta yeast res | A549 viability | CCT chaperon mod
COCCNC(=O)Cn1nc(-c2ccccc2OC)ccc1=O as listed: i | -1.2% | 1% | 16% | -14% | nt | 16% | 0% | 0.1
CC(C)CNC(=S)NNC(=O)c1nn(C)cc1Cl as listed: i | -0.3% | -1% | -7% | -3% | -28% | 22% | -4% | 0.2
COc1ccc(C(=O)Nc2cccc3c2C(=O)NC3=O)cc1S(=O)(=O)N1CCOCC1 as listed: ? | -0.5% | -1% | 19% | -4% | 22% | -18% | 6% | 2.4
CC(=O)c1ccc(NC(=O)c2ccc3nc(-c4ccco4)c(-c4ccco4)nc3c2)cc1 as listed: i | 5.1% | -4% | -24% | -51% | ? | -19% | -17% | -3.9

(continued)
SMILES | pAkt inh | Nrf2 activator | Mm-Cpn inhibitor | TGFb inhibitor | HepG2 tox | Nrf2 inh | Abeta yeast res | A549 viability | CCT chaperon mod
CC(C)NC(=O)NC(=O)CSc1ccc(S(=O)(=O)N2CCOCC2)cn1 | i | 0.3% | 3% | -19% | 2% | -12% | 6% | -5% | -1.2
CCC(C)n1c(SC(C)C#N)nc2ccccc2c1=O (centres undefined) | i | -1.2% | 1% | -37%&3% | -29%&-10% | -19% | -18% | 1%[1.84 µM] | 0.0
O=C(CSc1nnnn1-c1cccc2c1CCCC2)NC1CCCC1 | i | -0.4% | 2% | -4% | -18% | -18% | 19% | -9% | -2.8
Cc1ccc(C)c(NC(=O)COC(=O)c2nc(Cl)ccc2Cl)c1 | i | -0.7% | -1% | 5% | -3% | 4% | -13% | 12% | -3.4
CC(/C=C/c1ccc2c(c1)OCO2)=N/NC(=O)CNc1ccc(C)cc1 | i | 6.9% | nt | -15% | -29% | -32% | 1% | -2% | 0.0
COc1ccc(C)cc1NC(=O)CCNS(=O)(=O)c1cccc2nonc12 | i | -0.4%&0.4% | 2% | -14%&-3% | 9%&3% | 6% | 6%&-2% | -6%&-1% | -3.1
CCOC(=O)Cc1csc(N/N=C/c2ccccc2)n1 | i | -0.8% | 0% | -6% | -3% | -8% | 25% | 3% | 0.1
O=C(O)CCC(C(=O)O)n1c(O)c(C2=c3ccccc3=NC2=O)sc1=S (centres undefined) | i | -0.1% | 0% | 1% | -1% | 7% | -1% | -18% | -2.1
c1ccc(OCCSc2nc3ccccc3[nH]2)cc1 | i | 3.3% | 0% | -19% | -12% | -3% | 15% | -3% | -4.3
CCCOc1ccccc1C(=O)NC(CO)C(=O)O (centres undefined) | i | 0.1% | 2% | 2% | -2% | -21% | -3% | 8% | 2.9
CC1Cc2nc(SCC(=O)NCC3CCCO3)n(-c3ccc(F)cc3)c(=O)c2S1 (centres undefined) | i | 0.4% | -1% | 10% | -14% | -4% | 15% | -10% | -2.1
O=C(NC1CCCc2ccccc21)C1CCN(c2nnc(-n3cccc3)s2)CC1 (centres undefined) | i | -0.1% | -1% | ? | -59% | -16% | ? | 2% | -3.9
O=C(CO/N=C/c1ccccc1Cl)N1CCCc2ccccc21 | i | 0.0%[9.22 µM] | 1% | 9% | -11% | 3% | -5% | ? | -0.6
Cc1[nH]nc2c1C1(CCN(Cc3ccccc3)CC1)C(C#N)=C(N)O2 | i | 4.4% | 2% | -4% | -40% | 7% | 16% | -11% | -3.6
COc1cc(C2CC(=O)Oc3cc(C)c(Cl)c(C)c32)cc(OC)c1OC (centres undefined) | i | 3.1% | -1% | -11% | -10% | 0% | 2% | 4% | -5.4
Cc1cc(C)nc(SCc2ccc(C(=O)N/N=C3\CC(C)CC(C)(C)C3)cc2)n1 (centres undefined) | i | -0.2% | 1% | ? | -25% | -10% | -2% | 1% | -0.7
COc1ccc(S(=O)(=O)Nc2ccc(-n3cccc3)cc2)cc1 | i | 7.0% | -1% | -6% | -27% | 1% | -7% | 3% | -2.2
Cc1ccc(-n2nc(C(=O)c3ccccc3)n3c(=O)c(Cc4ccccc4)nnc23)cc1 | i | -0.5% | nt | ? | 1% | 0% | 6% | 0% | -2.0
Cc1occc1-c1nnc(SCC(=O)Nc2nc3ccccc3s2)o1 | i | 4.3% | 0% | 3% | -33% | ? | -2% | -5% | 0.8
COc1ccc(/C=C/C(=O)N2CCN(c3ccccn3)CC2)c(OC)c1OC | i | -0.2% | -1% | -9% | -8% | -7% | -9% | 1% | -1.7
